# HepG2 tox: qHTS for Inhibitors of TGF-b: Cytotox Counterscreen. Potency, µM (top dose mostly 46.1 µM), without a hit: at the top dose activity change, negative = cytotoxicity, most hits filed as cytotoxic. HepG2 CAGA-GFP viability, ATP luminescence, 18 h. AID 588856, 2011. 410,000 compounds, 0.76% hits; also: potency is read from the fitted curve at half-maximal effect; some results filed as inactive show a strong effect at the top dose
#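 HepG2 CAGA-GFP cells (1000/well, DMEM with 1% FBS) received compound, then TGF-beta at 500 pg/mL final, and were incubated 18 hours at 37 degrees C. Viability was read by CellTiter-Glo luminescence. Media-only wells were set as complete cell-killing and DMSO as no toxicity.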
# Nrf2 ARE act: qHTS of Nrf2 Activators; AREc32 ARE-luciferase reporter (MCF7-derived line), luminescence, 24 h; AID 624171, 2012; 410,000 compounds, 0.31% hits; Potency, µM (titrated, usually from 46.1 µM), for the others: at the highest dose activation, most hits filed as activators; also: potency is read from the fitted curve at half-maximal effect; % of control where 0% means no effect; nearly all actives have a fitted effect of over 65% in size
#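 Quantitative high-throughput format: AREc32 reporter cells, 1000 per well, received compound by pin transfer and were incubated 24 hr at 37 deg C, 5% CO2, before Steady-Glo luminescence detection.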
# A549 tox: Nrf2 qHTS screen for inhibitors: counterscreen for cytotoxicity | A549 ARE-Fluc cells, CellTiter-Fluor viability, 18-24 h | Potency, µM (top dose mostly 46 µM), for the others: top-dose activity change, negative = cytotoxicity, actives largely listed as inhibitors | 390,000 compounds, 0.16% hits | AID 504648, 2011; also: potency is read from the fitted curve at half-maximal effect; % is scaled to controls: 0 for no effect and ±100 for the full control effect
#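 Cytotoxicity counterscreen: CellTiter-Fluor fluorescence was measured in A549 ARE_Fluc cells after 18-24 h of compound exposure in a concentration series. The subsequent BugLite luminescent read reports ARE-luciferase activity.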
# Akt phos inh: HTS Assay for Inhibitors of Akt Phophorylation: Primary Screen | Neuro2A IGF-stimulated pAkt S473 HTRF, 20 min; hits give low values | activity change, % for hits at 50 µM | 360,000 compounds, 0.32% hits; in the data active = activity change below about -80%; inconclusive = mostly about -51% to -80%; also: % is scaled to controls: 0 for no effect and ±100 for the full control effect
#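 Neuro2A cells in DMEM with 0.5% FBS, overnight at 37 deg C, given compound at single 50 µM final, then IGF (6 nM final) for 20 min at 37 deg C. Lysed; phospho-Akt Ser473 by HTRF after 24 h, 665/615 ratio.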
# CCT chaperon mod: High-Throughput Screening for Modulators of Cytosolic Chaperonin Activity; purified chaperonin ATPase assay, HTRF ADP detection, 30 min; activity change, % (test concentration not listed), hits read low; 360,000 compounds, 0.3% hits; in the data active = activity change below about -30%; also: % is scaled to controls: 0 for no effect and ±100 for the full control effect
#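 ATPase activity: ADP formed was measured by HTRF Transcreener (665/615 nm ratio) after 30 min at 37 deg C with 10 uM ATP. Compounds screened at one 76 uM concentration against 40 or 20 nM TRiC in Tris pH 7.4/KCl/MgCl2/DTT buffer.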
# Nrf2 inh: Nrf2 qHTS screen for inhibitors; Potency, µM (highest dose often 46 µM), for the others: at the top dose activity change, negative = inhibition, usual class: inhibitors; A549 ARE-Fluc reporter, luciferase luminescence, 18-24 h; 360,000 compounds, 2.1% hits; also: potency is read from the fitted curve at half-maximal effect; % is scaled to controls: 0 for no effect and ±100 for the full control effect; nearly all actives have a fitted effect of over 60% in size
#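 Cells were seeded and rested 2 h, then exposed to compounds for 18-24 h. CellTiter-Fluor was read first as a viability measure. BugLite was added 15 min before the final luminescent read of ARE-luciferase activity in A549 cells.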
# TGFb SMAD3 inh: qHTS for Inhibitors of TGF-b; Potency, µM (titrated, usually from 46.1 µM), inactives show at the top dose activity, negative = inhibition, most hits filed as inhibitors; 410,000 compounds, 1.2% hits; HepG2 CAGA-GFP TGF-b/SMAD3 reporter, GFP fluorescence, 18 h; TGF-beta stimulated, 500 pg/mL final; AID 588855, 2011; also: potency is read from the fitted curve at half-maximal effect; % is scaled to controls: 0 for no effect and ±100 for the full control effect; nearly all actives have a fitted effect of over 65% in size
#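 TGF-beta reporter screen: HEPG2 CAGA-GFP, 1% FBS, 500 pg/mL TGF-beta final, 18 h; per-cell GFP summed per well; curves fitted and categorized by class.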
# Abeta rescue: qHTS for compounds that reverse cellular toxicity of Amyloid beta (A-beta) peptide in yeast: Primary Screen; yeast expressing A-beta42, growth rescue, OD600, 48 h; response scale: 0% DMSO, 100% iron-clioquinol control; Potency, µM (doses to about 46.1 µM), inactives show at the top dose growth rescue, hits mostly activators; 410,000 compounds, 0.063% hits; also: potency is read from the fitted curve at half-maximal effect; nearly all actives have a fitted effect of over 55% in size
#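 Growth rescue measured by 600 nm absorbance after 48 h yeast culture at 30 C with compound. Values normalized between DMSO and an equimolar ferric chloride plus clioquinol control.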
# Mm-Cpn inhibitor: Inhibitors of TCP-1 ring complex (TRiC) of Methanococcus maripaludis (MmCpn): qHTS; purified Mm-Cpn ATPase, ADP Transcreener TR-FRET; Chaperonin Mm-Cpn (Methanococcus maripaludis); AID 504842, 2011; 330,000 compounds, 0.031% hits; Potency, µM (series often up to 76.9 µM), for inactives: at the highest dose activity, negative = inhibition, most hits filed as inhibitors; also: potency is read from the fitted curve at half-maximal effect; % is scaled to controls: 0 for no effect and ±100 for the full control effect; nearly all actives have a fitted effect of over 80% in size
#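 Eu-cryptate anti-ADP/ADP-d2 competition gives a ratio inversely related to ADP. Enzyme at 25 nM was pre-exposed to compound for 10 min, then given 10 uM ATP for 30 min, 37°C throughout.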
# The depositor's hits bear a star; i = inactive; ? = inconclusive; / = not tested or not shown; [ ] = dose if it differs, or a comment. Unless noted, calls follow the shape of the dose curve; as a rule, active = well fitted curve in the direction sought with a large enough effect; inconclusive = small, poorly fitted or top-dose-only effect, or another doubt; inactive = no such curve, though single readings can be large; an effect the other way counts as inactive or inconclusive.
# Order of values – HepG2 tox, Nrf2 ARE act, A549 tox, Akt phos inh, CCT chaperon mod, Nrf2 inh, TGFb SMAD3 inh, Abeta rescue, Mm-Cpn inhibitor
O=C1CCCC(c2ccccc2)N1 (stereo not drawn)
→ 0%, -0.3%, -1%, i, 0.1, -10%, -5%, 5%, 3%
CCOC(=O)C1CCCN(CC(=O)Nc2cc(C)cc(C)c2)C1 (stereo not drawn)
→ 4%, -0.9%, 0%, i, -2.3, 1%, ?, 4%, -8%
COCc1cc(C)nc2c1C(=O)NC(c1ccc(C)cc1)N2Cc1ccccc1 (stereo not drawn)
→ -2%, 0.1%, 0%, /, /, /, 2%, 1%, /
O=C(NCCc1ccc(Cl)cc1)c1cc(-c2ccc(Cl)cc2)n[nH]1
→ -3%, 0.0%, -1%, /, /, 21%, 9%, 0%, /
COC(=O)C1=C(C)NC2=C(C(=O)c3ccccc32)C1c1ccc(-c2ccc(C(=O)O)cc2)o1 (stereo not drawn)
→ -28%, 24%, ?, i, 0.6, -7%, 22%, -17%, 0%
O=c1c2cc3c(cc2n(Cc2cccc(F)c2)c(=O)n1Cc1nc(-c2ccccc2)no1)OCO3
→ 0%, -0.6%, 8%, /, /, ?, 2%, -5%, /
CCn1cc(S(=O)(=O)CC(=O)Nc2ccc3c(c2)OCO3)c2ccccc21
→ 0%, 0.1%, 9%, i, -0.2, 1%, 1%, -10%, 0%
CCOc1cc(N2CCOCC2)c(OCC)cc1NC(=O)c1cccc(S(=O)(=O)N2CC(C)OC(C)C2)c1 (stereo not drawn)
→ -11%, -1.0%, /, i, 1.5, /, -8%, 0%, /
CCc1nccn1S(=O)(=O)c1cc(Br)ccc1Br
→ -27%, -0.6%, -8%, /, /, -13%, 4%, -3%, /
CCN(CC)S(=O)(=O)c1ccc2[nH]c(=O)cc(C(=O)Nc3cccc(C(C)=O)c3)c2c1
→ 0%, 0.4%, 0%, i, -0.9, ?, 4%, 4%, 2%
CCCN(CCC)CCNC(=O)C1CCCN(S(=O)(=O)c2ccc3c(c2)oc(=O)n3C)C1 (stereo not drawn)
→ 2%, -0.1%, 12%, i, -15, -3%, -20%, 14%, 0%
CCNC(=O)CC1SC(=Nc2ccc(C)cc2)N(CC)C1=O (stereo not drawn)
→ 0%, 0.3%, -2%, i, -0.8, 14%, 2%, 4%, 5%
COc1cccc(OCc2cc(C(=O)N(C)CCOc3ccc(C)cc3)no2)c1
→ -11%, 2.2%, -12%, i, -0.8, ?, -22%, 9%, -4%
O=C(c1ccccc1Cl)N1CCC(n2cccc2)CC1
→ -33%, -0.4%, 2%, i, -1.8, -10%, 5%, 25%, 5%
COCCn1c(SCC(=O)Nc2ccccc2OC)nc2ccccc2c1=O
→ 2%, 0.4%, -2%, i, -0.5, ?, 12%, 9%, 3%
CCc1c(O)cc2n(c1=O)-c1ccc(Cl)cc1C2(C)C
→ -7%, -1.0%, -6%, i, 1.0, -10%, 2%, -10%, -1%
O=C(NCc1ccncc1)c1cccc(Cn2cc(Br)cn2)c1
→ 10%, 2.3%, 0%, i, 1.9, /, 0%, -4%, 1%
CCCn1c(SCC(=O)Nc2ccc(Cl)cc2F)nc(O)cc1=O
→ 7%, 3.1%, 0%, i, 0.1, 0%, 8%, 29%, -2%
COc1cccc(N(C(=O)Cn2nnc(-c3ccc(C)o3)n2)C(C(=O)NC2CCCC2)c2ccncc2)c1 (stereo not drawn)
→ -3%, -0.8%, 8%, i, -2.4, -16%, -17%, 4%, 0%
Cc1nnc(SCC(=O)Nc2cc(Cl)ccc2Cl)n1CC1CCCO1 (stereo not drawn)
→ 12%, 0.0%, 1%, i, -1.8, 6%, 1%, 2%, -3%
COC(=O)C1=C(C)N(Cc2ccccc2)C(=NCC(C)C)N[C@H]1c1cccc(C(F)(F)F)c1
→ -119%, -5.3%, -17%, i, 0.5, 6%, ?, 2%, 1%
Cc1ccc(O)c(-c2cc(-c3ccccc3F)[nH]n2)c1
→ -62%, ?, -8%, /, 1.4, ?, ?, 16%, 0%
CC(C)N(C)S(=O)(=O)c1ccc(NC(=O)CSC(=S)N2CCCC2)cc1
→ 3%, 0.1%, 2%, i, -0.7, 5%, -2%, 6%, 1%
CCOc1ccc(/C=N/OCC(=O)Nc2cc(C)on2)cc1
→ 0%, -1.0%, 4%, i, 2.7, 12%, 4%, 0%, -6%
O=C(CSc1ncn[nH]1)N1N=C2/C(=C\c3ccco3)CCCC2C1c1ccco1 (stereo not drawn)
→ 1%, ?, 13%, i, 1.8, -18%, -6%, -7%, /
COc1ccc2c(c1)Cc1sc(NC(=O)c3cccc(C)c3)nc1-2
→ 0%, 2.2%, -13%, /, /, 21µM*, /, 1%, /
O=C(CN1C(=O)c2ccccc2S1(=O)=O)N1CCCCC1
→ -20%, -0.6%, 16%, i, -0.8, ?, 12%, -1%, -3%
COc1ccc(-n2c(=O)c3c4c(sc3n(Cc3c(F)cccc3Cl)c2=O)CN(C(C)=O)CC4)cc1OC
→ -2%, 0.2%, 1%, /, /, /, -15%, 2%, /
COc1ccc(N(C(C)C(=O)N(C)Cc2ccccc2)S(C)(=O)=O)cc1 (stereo not drawn)
→ 1%, 0.0%, -1%, i, 0.0, ?, 1%, -7%, 1%
O=C(NC1(C(F)(F)F)N=C2SCCN2C1=O)c1ccccc1F (stereo not drawn)
→ 13%, -0.8%, 0%, i, 2.0, 0%, 11%, -6%, 2%
COc1ccc(OC)c(/C=C/c2nc3ccccc3c(=O)n2-c2ccc(F)c(Cl)c2)c1
→ -9%, 4.1%, -1%, /, /, /, 7%, 7%, /
COc1cc(OC)cc(C(=O)OCC(=O)Nc2cccc(S(=O)(=O)NC3=NCCCCC3)c2)c1
→ 2%, 2.3%, -7%, i, -3.4, -5%, 20%, 4%, -1%
COc1ccccc1NS(=O)(=O)c1ccc2c(c1)NC(=O)CC(=O)N2
→ 2%, -0.8%, 5%, i, 2.0, -7%, 0%, -14%, 1%
CCOc1ccc(OCC)c(NC(=O)CSCC(=O)O)c1
→ -2%, -0.2%, 1%, i, -13, -14%, -1%, 11%, 0%
CCCn1c(CNC(=O)c2cccs2)nc2ccccc21
→ -4%, 3.6%, 2%, i, 0.5, 17%, 2%, 0%, 2%
CC(=O)OC[C@@H]1CN(Cc2ccccc2)C[C@H](n2cnc3c(NC4CC4)ncnc32)O1
→ -15%, -0.6%, /, i, 2.5, /, 9%, -4%, /
O=C(N/N=C/c1cccc(F)c1)c1c(O)c2ccccc2[nH]c1=O
→ -7%, ?, -7%, i, 0.0, 28%, -7%, 0%, 1%
O=C(CCCn1cc([N+](=O)[O-])cn1)N1CCCCC1
→ -12%, -0.6%, 8%, i, -3.4, 2%, -5%, 16%, 0%
Cc1cccc(/C=C2/SC(=O)N(Cc3ccccc3)C2=O)n1
→ -4%, 8.5%, -10%, /, -2.7, 6%, -11%, 0%, -1%
CCN(CC(=O)Nc1c(F)cccc1F)C(=O)c1cc(-c2cccs2)nn1-c1ccccc1
→ 0%, 0.8%, ?, i, -4.1, ?, -13%, 11%, -13%
O=C1c2ccccc2C(=O)N1c1ccc(S(=O)(=O)N2CCN(c3ccccc3)CC2)cc1
→ 6%, -0.3%, -4%, i, -0.2, 17%, -13%, 5%, -1%
Cc1cccc2cc(C(c3nnnn3CC3CCCO3)N3CCCc4ccccc43)c(=O)[nH]c12 (stereo not drawn)
→ -2%, 0.1%, -11%, i, 0.4, 23%, -6%, -4%, 0%
Cc1cccc2cc(COC(=O)c3cccnc3)c(=O)[nH]c12
→ 5%, -1.0%, -2%, i, 0.7, /, -9%, 6%, -2%
CN(Cc1ccccc1)C(=O)COC(=O)CCN1C(=O)C2CC=CCC2C1=O (stereo not drawn)
→ -12%, -1.3%, 6%, i, -0.1, 13%, -3%, 8%, 0%
COc1cc(NC(=O)CN2C(=O)c3ccccc3Sc3ccc(C(=O)N4CCCC4)cc32)cc(OC)c1
→ 1%, 14%, -3%, /, /, /, -4%, 1%, /
O=C(CN1C(=O)c2ccccc2C1=O)Nc1ccccc1F
→ 6%, -0.6%, 8%, i, 0.8, /, ?, -8%, 2%
COc1ccc(CNC(=O)/C=C/c2cc3c(cc2Br)OCO3)cc1
→ -8%, -0.8%, -11%, i, 0.2, /, -39%, 19%, -6%
Cc1ccc(-c2nc3ccccn3c2Nc2ccc3c(c2)OCCO3)o1
→ -12%, 3.9%, 1%, /, /, 23%[9.27 µM], -20%, -13%, /

# 4 compounds already listed, arranged by formula weight, lowest first.
# Order of values – HepG2 tox, Nrf2 ARE act, A549 tox, Akt phos inh, CCT chaperon mod, Nrf2 inh, TGFb SMAD3 inh, Abeta rescue, Mm-Cpn inhibitor
Cc1cccc2cc(COC(=O)c3cccnc3)c(=O)[nH]c12
→ 5%, -1.0%, -2%, i, 0.7, /, -9%, 6%, -2%
CCCn1c(CNC(=O)c2cccs2)nc2ccccc21
→ -4%, 3.6%, 2%, i, 0.5, 17%, 2%, 0%, 2%
Cc1cccc(/C=C2/SC(=O)N(Cc3ccccc3)C2=O)n1
→ -4%, 8.5%, -10%, /, -2.7, 6%, -11%, 0%, -1%
O=C(N/N=C/c1cccc(F)c1)c1c(O)c2ccccc2[nH]c1=O
→ -7%, ?, -7%, i, 0.0, 28%, -7%, 0%, 1%
